Screening data from PubChem.
CHT allo act – human CHT allosteric activation | Q9GZV3 | CHT-expressing cells, membrane potential dye, choline EC20; hits give high values; LV-AA mutant CHT in HEK293 cells | B-score at 10 µM | 0.49% of 310,000 active;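 active = initial fluorescence not abnormally high and integrated response B-score, plate-corrected, over 3 SD above library mean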
Target sequence (Q9GZV3 whole entry, looked up): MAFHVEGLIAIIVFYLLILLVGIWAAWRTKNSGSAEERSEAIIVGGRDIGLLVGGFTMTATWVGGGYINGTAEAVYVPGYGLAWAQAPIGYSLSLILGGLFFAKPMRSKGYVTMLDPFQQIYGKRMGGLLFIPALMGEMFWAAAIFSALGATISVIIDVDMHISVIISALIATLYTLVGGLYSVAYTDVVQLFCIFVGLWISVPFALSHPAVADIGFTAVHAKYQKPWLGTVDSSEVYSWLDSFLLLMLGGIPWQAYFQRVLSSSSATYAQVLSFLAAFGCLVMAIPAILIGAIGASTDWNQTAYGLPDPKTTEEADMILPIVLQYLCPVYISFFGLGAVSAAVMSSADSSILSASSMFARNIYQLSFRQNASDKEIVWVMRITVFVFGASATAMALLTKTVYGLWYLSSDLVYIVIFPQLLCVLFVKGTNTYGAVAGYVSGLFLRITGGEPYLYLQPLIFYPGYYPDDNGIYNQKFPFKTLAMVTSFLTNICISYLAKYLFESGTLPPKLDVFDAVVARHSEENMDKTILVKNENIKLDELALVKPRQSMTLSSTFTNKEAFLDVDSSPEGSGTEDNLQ
OX1R antag – blocks the human orexin 1 receptor. 0.43% of 330,000 active. CHO/OX1R cells, Fluo-8 calcium fluorescence, orexin A. inhibition, % at 5 µM;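 active = inhibition above its plate's threshold, mean inhibition of all tested compounds on the plate plus 3 SD, cut at about 37% in these data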;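 also: 0% = orexin A challenge wells and 100% = SB-334867-A antagonist wells; not every result past the cut was called active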
Target sequence (O43613 whole entry, looked up): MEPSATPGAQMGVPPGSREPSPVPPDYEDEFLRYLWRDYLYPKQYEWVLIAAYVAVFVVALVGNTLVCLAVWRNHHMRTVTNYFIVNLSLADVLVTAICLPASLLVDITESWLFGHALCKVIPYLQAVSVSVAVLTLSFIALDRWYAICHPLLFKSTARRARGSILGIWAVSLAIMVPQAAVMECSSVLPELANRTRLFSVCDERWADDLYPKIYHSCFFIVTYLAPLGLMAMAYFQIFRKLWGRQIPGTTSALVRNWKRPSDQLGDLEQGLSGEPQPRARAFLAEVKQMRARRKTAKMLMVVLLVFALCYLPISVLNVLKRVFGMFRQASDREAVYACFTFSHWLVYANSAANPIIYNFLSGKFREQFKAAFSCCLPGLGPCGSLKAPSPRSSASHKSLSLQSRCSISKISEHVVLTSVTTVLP
* = called active by the depositor; i = inactive; · = no result given.

SMILES | CHT allo act | OX1R antag
CC(C)(C)CN1CCNC(=O)C1CC(=O)NC1Cc2ccccc2C1 (stereo unspecified) | i | -13
CCCCNC(=O)c1onc(CSc2ccccn2)c1C(=O)NCCCC | i | -32
Cc1c(N=C2SCC(=O)N2c2c(C)n(C)n(-c3ccccc3)c2=O)c(=O)n(-c2ccccc2)n1C | i | -1
CCOC(=O)Cc1c[nH]c(=S)[nH]c1=O | i | -14
O=C(COC(=O)c1ccncc1)c1ccccc1 | i | -6
COc1ccc([N+](=O)[O-])c(OC)c1C(=O)Nc1ccc(F)cc1F | i | -20
O=C(Nc1ccc2ccccc2c1)c1ccc(Cl)cc1 | i | -28
Cc1c(NC(=S)NC(=O)C(c2ccccc2)c2ccccc2)cccc1C(=O)O | i | 6
Cc1c(C(=O)Nc2ccccc2-c2ccccc2)cccc1[N+](=O)[O-] | i | -17
COc1ccc(CCNC(=O)CCCN2C(=O)c3ccccc3C2=O)cc1OC | i | -21
CCN(C(=O)CSc1nnc(-c2ccncc2)n1Cc1ccccc1)C1CCS(=O)(=O)C1 (stereo unspecified) | i | -3
Cc1cc(C)n(CC(C)O)c(=O)c1C#N (stereo unspecified) | i | -2
COc1cc(CNCc2cc(OC)c(OC)c(OC)c2)cc(OC)c1 | i | -27
COc1ccc(CC(C)Nc2cccc(SC)c2)cc1 (stereo unspecified) | i | ·
O/N=C1\CC/C(=N\O)c2nn(-c3ccccc3Cl)nc21 | i | 6
CCCCCCC(=O)Oc1cccc(N2C(=O)C3CCCCC3C2=O)c1 (stereo unspecified) | i | -15
O=C(Cc1ccccc1)Nc1ccc(NC(=O)c2cccs2)c(Cl)c1 | i | -13
Cc1c(NC(=O)CSc2nncc3ccccc23)c(=O)n(-c2ccccc2)n1C | i | -24
O=C(c1ccc(C(F)(F)F)cc1)C1CCCN(Cc2cccn2-c2ncccn2)C1 (stereo unspecified) | i | -17
CCOc1cc(NC(=O)C2CC2)c(OCC)cc1NC(=O)c1cc(OC)c(OC)c(OC)c1 | i | -14
C#CCOCCOCCOCCNc1nc(N2CCN(C(=O)[C@H](CCC(=O)O)n3cc(CN)nn3)CC2)nc(N2CCN(C(=O)[C@H](CCC(=O)O)n3cc(CN)nn3)CC2)n1 | · | -7
O=C1CCCc2oc3ccc(O)cc3c21 | i | -5
CCOC(=O)c1nnn(-c2nonc2N)c1CNC(C)C | i | -12
COc1ccc(NC(=O)CCC(=O)OCc2ccc(Br)cc2)cc1 | i | -13
Cc1ccc(S(=O)(=O)NCC(=O)N(CC2CCCO2)C(C(=O)NC2CCCC2)C(C)C)cc1 (stereo unspecified) | i | -17
Following part.
SMILES | CHT allo act | OX1R antag
COc1ccc([N+](=O)[O-])cc1C1NN=C(c2ccccc2O)S1 (stereo unspecified) | i | -13
CCc1ccc(CN2C(=O)CCC2(C)C(=O)NC2CCCC2)cc1 (stereo unspecified) | i | -26
O=C(NC(=S)Nc1ccc2nc[nH]c2c1)c1ccccc1 | i | -9
O=C(NNc1nc2ccccc2s1)Nc1ccc(Cl)c(Cl)c1 | i | -3
O=C1CC(c2ccccc2)CC(=O)C1=CN1CCCC1 (stereo unspecified) | i | -6
Cc1ccccc1NC(=O)N(C(C)C)C(C)C | i | -9
O=C(NCCOc1ccccc1)C1CCC(=O)N(CCN2CCOCC2)C1 (stereo unspecified) | i | -5
COc1ccccc1C(=O)N1CCN(C(=O)Cc2ccccc2)CC1 | i | -6
N#C/C(=C/c1ccc(C(=O)O)cc1)C(=O)Nc1ccccc1 | i | -13
CN(C)C(=O)C1CC(=O)OC12CCCCC2 (stereo unspecified) | i | 2
O=[N+]([O-])c1ccc2nc(NCCCO)nc(-c3ccccc3)c2c1 | i | -14
COc1cc(CN2CC(=O)N(c3ccccc3Cl)C2=S)cc(OC)c1OC | i | 39
CCCCn1c(=O)[nH]c(=O)c2c(C(=O)OCC)cc(-c3cccs3)nc21 | i | -26
CCOc1cccc(-c2nnc(SCC(=O)Nc3cc(OC)cc(OC)c3)n2N)c1 | i | -25
Cc1ccc(C(=O)C[n+]2ccccc2C)cc1[N+](=O)[O-] | i | -9
CN(C)c1ccc(-c2nn3c(C4CCCCC4)nnc3s2)cc1 | i | -16
Cc1ccc(NC(=O)C2CCCN2S(=O)(=O)c2ccc3c(c2)n(C)c(=O)c(=O)n3C)cc1 (stereo unspecified) | i | -8
CC1CCCN(C(=O)c2ccc(COc3ccccc3Br)cc2)C1 (stereo unspecified) | i | -10
COc1cc(CC(=O)Nc2ccc3c(c2)CCC3)cc(OC)c1OC | i | -31
COC(=O)C1=C(C)NC(=O)NC1c1ccco1 (stereo unspecified) | i | -13
N#Cc1c(C(F)(F)F)cc(C2CC2)[nH]c1=O | i | -2
Cc1ccc(C(=O)Nc2cccc(C(=O)N3CCOCC3)c2)cc1Cl | i | -8
S=C1NC[C@H](CC2CCCCC2)N1CC1CCCCC1 | i | -28
O=C(COc1ccc(-c2ccccc2)cc1)N/N=C/c1cccnc1 | i | -9
N/C(Cc1ccc([N+](=O)[O-])cc1)=N\OC(=O)C(c1ccccc1)c1ccccc1 | i | 7

In another format: results already given.
Cc1c(C(=O)Nc2ccccc2-c2ccccc2)cccc1[N+](=O)[O-]
  CHT allo act: i | OX1R antag: -17

CCOC(=O)Cc1c[nH]c(=S)[nH]c1=O
  CHT allo act: i | OX1R antag: -14

Next section:
SMILES | CHT allo act | OX1R antag
CCOC(=O)C1(Cc2cccc(F)c2)CCN(C2CCOCC2)CC1 | i | -16
Cc1cccc(C(=O)N[C@H](C(=O)NCCc2ccc(S(N)(=O)=O)cc2)C(C)C)c1 | i | -2
Cc1cc(NC(=O)c2ccc(NC(=O)C(C)C)cc2)no1 | i | -16
Cc1ccc(S(=O)(=O)N(C)c2ccc(OC(C)C(=O)N3CCCC3)cc2)cc1C (stereo unspecified) | i | -36
O=C(O)c1n[nH]c2c1CCCCC2 | i | -9
Cc1ccc(S(=O)(=O)N2CCN(C(=O)CC(C)n3cncn3)CC2)cc1C (stereo unspecified) | i | -20
Cc1ccccc1Sc1ncnc2onc(C)c12 | i | -7
O=C(c1cccc(S(=O)(=O)Nc2ccc(Br)cc2)c1)N1CCCC1 | i | -30
O=C(Nc1cccn(Cc2ccc(F)cc2)c1=O)NC1CCCCC1 | i | -27
COc1ccc2nc(NCCNC(=S)NCCCN3CCOCC3)c(C#N)cc2c1 | i | -24
NC(=O)c1ccc(N=Cc2c(O)ccc3ccccc23)cc1 | i | 11
COc1cccc(/C=C(/C(=O)OCC(N)=O)c2ccccc2)c1 | i | -8
C=CCn1c(=NC(=O)c2cc(-c3cccs3)nc3ccccc23)sc2cc(S(N)(=O)=O)ccc21 | i | -8
CC(C)(O)c1nnn(-c2ccccc2)c1C(F)(F)F | i | -2
FC(F)(F)c1ccc2c(c1)nc1n2CCCC1 | i | -24
C=CCNC(=O)CCCOc1cc(C)ccc1C | i | -24
COc1ccc(/C(C)=N/N=C(N)N)c(O)c1 | i | -2
O=C(Nc1nnc(-c2cccnc2)o1)c1ccccc1Cl | i | 1
COC(=O)c1ccc(OCCCCN2CC(C)OC(C)C2)cc1 (stereo unspecified) | i | -20
C=CCOc1cccc(CNn2cn[nH]c2=S)c1 | i | -10
CCN1CC2CCCC3(C1)C(=O)NC1(CCCCC1)N=C23 (stereo unspecified) | i | -16
C=CCN(C(=O)CNC(=O)c1ccco1)C(C(=O)NC1CCCCC1)c1ccc(F)cc1 (stereo unspecified) | i | -26
CCCCCCCNc1nc(Cl)nc(NCCO)n1 | i | -13
N#Cc1ccccc1NC(=O)c1ccc2c(Cl)c3c(nc2c1)CCCC3 | i | 10
COc1ccc(CCNCC(=O)Nc2ccc(C)c(Br)c2)cc1OC | i | -33
More structures follow.
SMILES | CHT allo act | OX1R antag
Cc1ccc(CNC(=O)Cn2cnc3c(NCc4ccccc4)ncnc32)o1 | · | 10
CCOc1ccc2[nH]c(=S)[nH]c2c1 | i | -25
CCCOc1cc(NCc2ccccc2)c2ncn(C(C)C)c2c1 | · | -61
CC(=O)N1CCN(c2ccc(NCc3ccco3)cc2)CC1 | · | 11
O=C(Nc1ccc2c(c1)OCCO2)c1cc(-c2ccccc2)nc2ccccc12 | i | -13
COc1ccc(C(=O)NCCS(=O)(=O)N(C)Cc2ccccc2)cc1 | i | -17
COc1cccc(CNC(=O)CC(NC(C)=O)c2ccccc2)c1 (stereo unspecified) | i | -16
CC(C)(C)c1ccc(C2(C)NC(=O)N(CC(=O)NCc3cccs3)C2=O)cc1 (stereo unspecified) | i | -13
CCCc1cc(C(=O)Nc2ccc(F)cc2F)no1 | i | 7
COc1ccc(CN2CCN(C(=O)CCC(=O)Nc3nnc(CC(C)C)s3)CC2)cc1F | i | -27
COc1ccc(NS(=O)(=O)c2ccc(N3CCOCC3)c(NC(=O)c3cccc(F)c3)c2)cc1 | i | -9
CCC(Sc1nc2ccccc2[nH]1)C(=O)Nc1cc(C)on1 (stereo unspecified) | i | -25
O=C(Cc1ccc(Cl)cc1)OCc1nnc(-c2ccccc2)o1 | i | -30
CCOc1cc(CNS(=O)(=O)c2cn(C)cn2)cc(OCC)c1OCC | i | -11
COc1ccc(CCNC(=O)Cn2cnc3c2c(=O)n(C)c(=O)n3C)cc1OC | i | -7
O=C1CCc2cc(NS(=O)(=O)c3ccc(F)cc3)cc3c2N1CC3 | i | -15
CCOC(=O)c1c(C)nc2sc3c(=O)n(-c4ccc(OC)cc4)nnc3c2c1-c1ccc(OC)cc1 | i | -13
O=C(CSCc1ccc(Cl)c(Cl)c1)Nc1c[nH]c(=O)[nH]c1=O | i | -22
COc1ccc2ccccc2c1CN1CCN(C(=O)c2ccco2)CC1 | i | -10
Cc1c(C(=O)NN)sc(=S)n1C | i | 18
O=C1N=C(N2CCCC2)S/C1=C\C=C\c1ccccc1 | i | -22
COc1cccc(CSc2nnc(C(F)(F)F)n2Cc2ccc(F)cc2)c1 | i | -8
CCCc1ccc(OCc2ccc(C(=O)N3CCN(c4ccccn4)CC3)o2)c(OC)c1 | i | 3
COc1ccc(NC(=O)c2oc3ccc(S(=O)(=O)N4CCC5(CC4)OCCO5)cc3c2C)cc1 | i | 16
Brc1ccccc1-c1cnco1 | i | -11

Rewritten comma-delimited: 16 of the compounds above.
compound,CHT allo act,OX1R antag
COc1ccc(C(=O)NCCS(=O)(=O)N(C)Cc2ccccc2)cc1,i,-17
COc1cccc(CNC(=O)CC(NC(C)=O)c2ccccc2)c1 (stereo unspecified),i,-16
CC(C)(C)c1ccc(C2(C)NC(=O)N(CC(=O)NCc3cccs3)C2=O)cc1 (stereo unspecified),i,-13
CCCc1cc(C(=O)Nc2ccc(F)cc2F)no1,i,7
COc1ccc(CN2CCN(C(=O)CCC(=O)Nc3nnc(CC(C)C)s3)CC2)cc1F,i,-27
COc1ccc(NS(=O)(=O)c2ccc(N3CCOCC3)c(NC(=O)c3cccc(F)c3)c2)cc1,i,-9
CCC(Sc1nc2ccccc2[nH]1)C(=O)Nc1cc(C)on1 (stereo unspecified),i,-25
O=C(Cc1ccc(Cl)cc1)OCc1nnc(-c2ccccc2)o1,i,-30
CCOc1cc(CNS(=O)(=O)c2cn(C)cn2)cc(OCC)c1OCC,i,-11
COc1ccc(CCNC(=O)Cn2cnc3c2c(=O)n(C)c(=O)n3C)cc1OC,i,-7
O=C1CCc2cc(NS(=O)(=O)c3ccc(F)cc3)cc3c2N1CC3,i,-15
CCOC(=O)c1c(C)nc2sc3c(=O)n(-c4ccc(OC)cc4)nnc3c2c1-c1ccc(OC)cc1,i,-13
O=C(CSCc1ccc(Cl)c(Cl)c1)Nc1c[nH]c(=O)[nH]c1=O,i,-22
COc1ccc2ccccc2c1CN1CCN(C(=O)c2ccco2)CC1,i,-10
Cc1c(C(=O)NN)sc(=S)n1C,i,18
O=C1N=C(N2CCCC2)S/C1=C\C=C\c1ccccc1,i,-22

New compounds follow
SMILES | CHT allo act | OX1R antag
O=C(Nc1cc(Sc2nc3ccccc3s2)cc([N+](=O)[O-])c1)c1ccccc1 | i | 11
CCCCN1CC(=O)N2[C@H](c3ccc(Cl)cc3)[C@@H]3C(=O)N(CC)C(=O)[C@@H]3[C@]2(C)C1=O | i | -13
c1ccc(C[C@H]2CNCCN2CCc2cccc3ccccc23)cc1 | i | -9
O=c1cc(N2CCCC2)c2ccccc2o1 | i | -7
CC1(C)COC2(OC1)C(=O)Nc1ccccc12 | i | -15
O=C(CN1CCN(C(=O)c2c(F)cccc2F)CC1)Nc1ccccc1C(F)(F)F | i | -14
COCCCNC(=O)CNC(=O)c1nn(-c2ccc(OC)cc2)c(=O)c2ccccc12 | i | -20
COc1cc(C(=O)NCCC(=O)NCCCN2CCCCC2)cc(OC)c1OC | i | -11
CCOc1cc(N2CCOCC2)c(OCC)cc1NC(=O)CSc1ncn[nH]1 | i | -2
COc1ccc(C2C3=C(CCCC3=O)Nc3nc(-c4cc(OC)c(OC)c(OC)c4)nn32)cc1OC (stereo unspecified) | i | -20
CC1(C)C2CCC(C2)C1(C)NC(=O)CN1CCCC1 (stereo unspecified) | i | 3
CCOC(=O)N1CCN(S(=O)(=O)c2c(C)nn(C)c2C)CC1 | i | -10
CC(C)c1cc(=O)n2[nH]c(SCc3ccccc3)nc2n1 | i | 2
CC1CCCN(S(=O)(=O)c2ccc(S(=O)(=O)N3CCCC3)cc2)C1 (stereo unspecified) | i | -5
Cc1nc(N/N=C\c2ccc3c(c2)OCO3)sc1C | i | -21
Cc1ccc(NC(=S)Nc2ccc3[nH]c(=O)[nH]c3c2)cc1 | i | -6
CN(C)CCN1C(=O)c2oc3ccccc3c(=O)c2C1c1cccc(Br)c1 (stereo unspecified) | i | -21
CC(C)OC(=O)c1nn2c(C(F)(F)F)cc(-c3ccco3)nc2c1Cl | i | 0
CC(=O)c1cccc(NC(=O)c2cccc(S(=O)(=O)N3CCOCC3)c2)c1 | i | -7
COc1cc(S(=O)(=O)N2CCOCC2)ccc1NC(=O)COC(=O)c1ccccn1 | i | -12
S=c1[nH]nc(-c2ccccc2)n1/N=C/c1cccc(Cl)c1 | i | -11
Cc1cc(C(=O)CS(=O)(=O)c2ccc(Cl)cc2)cc(C)c1O | i | -19
Cc1ccc(C2CC(=O)NC(SCCC(C)C)=C2C#N)cc1 (stereo unspecified) | i | -29
